Screens: PubChem, National Center for Advancing Translational Sciences (NCATS)
WRN inhibitor – blocks human WRN helicase. actives 0.46% (n = 360,000). WRN helicase unwinding, fluorescent forked duplex, kinetic. Potency, µM (top dose mostly 114 µM), for inactives: at the top dose activity change, negative = inhibition, hits mostly inhibitors; also: potency is read from the fitted curve at half-maximal effect; % is scaled to controls: 0 for no effect and ±100 for the full control effect; nearly all actives have a fitted effect of over 55% in size
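WRN at 20 nM final preincubated with compound 15 min at room temperature; reaction started with 100 nM fluorophore/quencher forked duplex oligonucleotide and 2 mM ATP final. Unwinding followed kinetically by red fluorescence (ex 525, em 598 nm).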
CCT chaperon mod – modulators of cytosolic chaperonin (CCT/TRiC) activity | purified chaperonin ATPase assay, HTRF ADP detection, 30 min | activity change, % (test concentration not listed), hits read low | actives 0.3% (n = 360,000); in the data active = activity change below about -30%; also: % is scaled to controls: 0 for no effect and ±100 for the full control effect
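TRiC (40 or 20 nM final, by batch activity) in 30 mM Tris pH 7.4, 100 mM KCl, 5 mM MgCl2, 1 mM DTT was treated with compound at 76 uM single dose, then 10 uM ATP, 30 min at 37 °C. ADP was read by HTRF Transcreener.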
PI5P4Ka inh – PI5P4K alpha (human) kinase inhibition; PI5P4Kalpha enzyme, ADP-Glo luminescence, 60 min; stronger effect = lower value; max response, %; actives 1.2% (n = 330,000); AID 652105; active = max response of -50% or lower; inconclusive = between -30% and -50%; inactive = -30% or higher; also: value at the top dose of about 77 µM; % is scaled to controls: 0 for no effect and ±100 for the full control effect
Target sequence (P48426 whole entry, looked up): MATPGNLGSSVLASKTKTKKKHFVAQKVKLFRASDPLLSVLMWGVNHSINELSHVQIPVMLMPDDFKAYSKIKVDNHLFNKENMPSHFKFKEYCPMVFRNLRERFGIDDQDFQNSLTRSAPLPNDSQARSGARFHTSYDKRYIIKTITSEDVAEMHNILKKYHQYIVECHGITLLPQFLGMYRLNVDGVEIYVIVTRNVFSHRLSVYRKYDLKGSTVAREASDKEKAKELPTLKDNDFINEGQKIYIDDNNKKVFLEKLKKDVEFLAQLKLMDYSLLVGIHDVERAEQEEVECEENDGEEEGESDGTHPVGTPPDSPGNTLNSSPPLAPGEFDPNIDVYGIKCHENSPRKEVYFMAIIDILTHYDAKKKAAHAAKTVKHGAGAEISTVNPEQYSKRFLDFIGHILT
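ADP-Glo luminescence end-point read after a 60 min room-temperature kinase reaction of PI5P4Kalpha plus substrate, initiated with ATP at 5 microM final. Buffer: 0.038 M HEPES pH 7.4, EGTA, 0.1% CHAPS, 5% DMSO.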
PLK1 PBD block – blocks phosphopeptide binding to human PLK1 polo-box domain. P53350. AID 720504. actives 2.8% (n = 360,000). Potency, µM, without a hit: max response, negative = inhibition, actives largely listed as inhibitors. Plk1 PBD binding of FITC phosphopeptide, fluorescence polarization; also: potency is read from the fitted curve at half-maximal effect; series mostly up to about 57 µM; % is scaled to controls: 0 for no effect and ±100 for the full control effect; nearly all actives have a fitted effect of over 65% in size
Target sequence (P53350 whole entry, looked up, the tested form may be a part): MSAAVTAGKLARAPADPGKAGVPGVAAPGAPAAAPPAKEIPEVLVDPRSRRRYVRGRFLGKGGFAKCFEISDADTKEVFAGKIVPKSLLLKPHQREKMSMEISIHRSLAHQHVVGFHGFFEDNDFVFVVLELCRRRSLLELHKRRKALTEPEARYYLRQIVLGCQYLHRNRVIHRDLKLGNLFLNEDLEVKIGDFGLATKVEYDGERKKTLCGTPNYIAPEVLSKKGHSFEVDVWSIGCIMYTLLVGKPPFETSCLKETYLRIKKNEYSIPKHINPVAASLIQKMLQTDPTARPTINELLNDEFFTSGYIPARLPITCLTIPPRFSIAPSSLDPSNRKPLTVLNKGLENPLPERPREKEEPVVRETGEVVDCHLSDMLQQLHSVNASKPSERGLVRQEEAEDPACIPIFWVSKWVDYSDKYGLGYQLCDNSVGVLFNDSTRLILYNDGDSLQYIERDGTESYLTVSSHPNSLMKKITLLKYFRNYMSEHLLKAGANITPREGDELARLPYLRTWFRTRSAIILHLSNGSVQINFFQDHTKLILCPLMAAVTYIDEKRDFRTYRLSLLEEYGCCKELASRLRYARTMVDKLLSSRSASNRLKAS
EPAC2 antagonist – antagonists of human EPAC2. Potency, µM (highest dose often 114 µM), inactives show top-dose activity, negative = inhibition, hits mostly inhibitors. actives 0.18% (n = 360,000). EPAC2 GEF exchange of Rap1B-BODIPY-GDP, fluorescence. Q8WZA2; also: potency is read from the fitted curve at half-maximal effect; % is scaled to controls: 0 for no effect and ±100 for the full control effect; nearly all actives have a fitted effect of over 45% in size; many of its hits are not listed in these tables
EPAC1 ag – activates human EPAC1 exchange factor; O95398; EPAC1 agonist qHTS, biochemical assay; response scale: 100% = response to 6.5 mM cAMP; Potency, µM (top dose mostly 154 µM), for the others: at the top dose activation, actives largely listed as activators; actives 0.073% (n = 360,000); AID 720707; also: potency is read from the fitted curve at half-maximal effect; nearly all actives have a fitted effect of over 60% in size
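Multi-concentration qHTS readout: loss of Rap1B-bound BODIPY-GDP fluorescence driven by 100 nM EPAC1 with excess GDP (50 uM), monitored kinetically at room temperature; agonist response expressed relative to 6.5 mM cAMP.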
MmCpn inh – inhibitors of Methanococcus maripaludis chaperonin (MmCpn); purified Mm-Cpn ATPase, ADP Transcreener TR-FRET; Potency, µM (titrated, usually from 76.9 µM), for inactives: at the highest dose activity, negative = inhibition, hits mostly inhibitors; actives 0.031% (n = 330,000); AID 504842; also: potency is read from the fitted curve at half-maximal effect; % is scaled to controls: 0 for no effect and ±100 for the full control effect; nearly all actives have a fitted effect of over 80% in size
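Reaction buffer contained 30 mM Tris pH 7.4, 100 mM KCl, 5 mM MgCl2 and 1 mM DTT. Mm-CPN (25 nM final) hydrolysed 10 uM ATP over 30 min at 37°C; ADP was read by HTRF.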
EPAC1 antag – blocks human EPAC1 exchange factor | EPAC1 GEF assay, Rap1b-BODIPY-GDP exchange fluorescence | Potency, µM (highest dose often 115 µM), for inactives: at the top dose activity change, negative = inhibition, hits mostly inhibitors | actives 0.14% (n = 360,000) | AID 720709;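 also: potency is read from the fitted curve at half-maximal effect; plate controls were vehicle for no effect and positive control for full effect; nearly all actives have a fitted effect of over 50% in size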
* hit, by the source's call; ? = inconclusive; / = no result given; [ ] = another dose, or the depositor's remark. Unless noted, calls follow the shape of the dose curve; as a rule, active = well fitted curve in the direction sought with a large enough effect; inconclusive = small, poorly fitted or top-dose-only effect, or another doubt; inactive = no such curve, though single readings can be large; an effect the other way counts as inactive or inconclusive. A portion of the library (hit frequency here may not be typical).

SMILES | WRN inhibitor | CCT chaperon mod | PI5P4Ka inh | PLK1 PBD block | EPAC2 antagonist | EPAC1 ag | MmCpn inh | EPAC1 antag
Cc1c(NS(=O)(=O)c2ccc(S(=O)(=O)c3ccccc3)s2)c(=O)n(-c2ccccc2)n1C | -33% | -1.4 | 0 | -12% | -4% | 1% | 1% | -6%
CCOc1ccc(CCNC(=O)Cn2cccc2C(=O)c2ccccc2C)cc1OCC | 8% | -2.1 | 0 | -13% | 0% | -8% | 0% | 0%
COc1ccc(S(=O)(=O)N2CCOC2CNC(=O)C(=O)NCCCN2CCOCC2)cc1C (stereo not given) | 4% | 0.3 | -7 | 3% | 4% | 1% | 0% | -15%
Cc1ccccc1N1CCN(C(=O)c2cc(-c3ccccc3)nc3c2cnn3C(C)C)CC1 | 2% | -0.3 | -24 | -3% | 8% | 8% | / | 0%
O=c1c2c(-c3ccc(Cl)cc3)csc2ncn1/N=C/c1cccc([N+](=O)[O-])c1O | -10% | -1.0 | -71* | ? | -7% | 7% | -1% | 14%
CCCN(Cc1ccccc1)C(=S)NC(=O)c1ccccc1[N+](=O)[O-] | 9% | -2.2 | -5 | -5% | -9% | -3% | 0% | -9%
COc1ccc(C(C(=O)NC2CCCC2)N(C(=O)c2snc(-c3ccc(F)cc3)c2N)c2cccc(F)c2)cc1 (stereo not given) | 9% | -6.0 | / | -9% | -5% | 2% | -1% | -3%
CCOC(=O)C[C@@H]1OC[C@H](CO)N1S(=O)(=O)c1ccc(C)cc1 | -4% | / | 3 | -6% | -9% | 6% | / | -6%
NC(=O)c1nn(CC(=O)Nc2cccc(S(=O)(=O)N3CCCCCC3)c2)c(=O)c2ccccc12 | 1% | -2.0 | -5 | 5% | 1% | -5% | 0% | 3%
Cc1ccc2c(c1)C(=O)c1ccccc1CS2=O (stereo not given) | -7% | 0.4 | 0 | -4% | 2% | 11% | 0% | -9%
Cc1cc(C)c(C#N)c(OCC2CCCO2)n1 (stereo not given) | 10%[57.1 µM] | 0.0 | 4 | -1% | -5% | -8% | / | 13%
CCc1nnc(NC(=O)C(CC)c2ccccc2)s1 (stereo not given) | -23% | -2.8 | -7 | -3% | 0% | 4% | 1% | -11%
Cc1cccc(N(Cc2cc3ccccc3[nH]c2=O)S(C)(=O)=O)c1 | -3% | -2.7 | -5 | -10% | -3% | -4% | 0% | 0%
COC(=O)c1c(N2C(=O)[C@H]3[C@@H](C2=O)[C@]2(C(=O)Nc4c2ccc(C)c4C)N2CCC[C@@H]32)sc(C)c1C | -12% | -1.1 | -25 | -6% | -7% | -4% | -2% | -12%
O=C1c2ccccc2C(=O)C1c1ccccn1 | -1% | -1.1 | 6 | -2% | -19% | -3% | -2% | -8%
CCCCCOc1ccc(C(=O)NC(CCC)C(=O)O)cc1 (stereo not given) | -4% | 0.8 | 3 | -8% | 6%[57.1 µM] | 8% | -1% | -15%
N/C(=N\OC(=O)CCN1C(=O)c2ccccc2C1=O)c1ccccn1 | 4% | -2.4 | -1 | 1% | 11% | -2% | 1% | -10%
COc1cccc(C(O)c2nc(-c3cc4ccccc4o3)cs2)c1 (stereo not given) | -4%[57.1 µM] | -2.0 | 25 | -1% | -17% | -3% | / | -10%
COc1ccccc1NC(=O)NC(N)=O | 6% | 0.7 | -4 | 5% | 0%[57.1 µM] | 0% | 1% | 10%
O=C(CSc1nnc(C2CC2)n1CC1CCCO1)Nc1cccc(Cl)c1 (stereo not given) | -4% | 0.4 | 2 | -5% | 4% | 4% | 2% | 2%
Cc1cccc(CSc2ncnc3ccccc23)c1 | 3% | -0.3 | 25 | -7% | ? | 15% | -3% | -30%
Cc1sc(N/N=C/c2cccnc2)nc1-c1ccccc1 | -10% | 0.1 | / | -10% | -2% | 0% | 2% | 0%
O=C(Cc1ccccc1)N/N=C/c1cccnc1 | -3% | -0.4 | 2 | -2% | 0% | 3% | 1% | -5%
CCOC(=O)[C@@H]1[C@H]2COc3ccc(Br)cc3[C@H]2N2C(=O)N(c3ccc(Cl)cc3)C(=O)[C@]12C | -8% | -2.7 | 12 | 2% | -9% | -1% | 0% | 2%
CC(C)Cn1c(CCC(N)=O)nnc1SC(C)C(=O)Nc1ccc2c(c1)OCO2 (stereo not given) | 3% | -1.2 | 0 | -12% | 1% | 10% | 1% | 11%
Cc1[nH]c(C)c(S(=O)(=O)Nc2cccc(Cl)c2C)c1C(=O)N1CCCCC1 | -4% | -1.2 | -7 | 30µM* | -2% | -13% | -1% | -22%
O=C(NNC(=O)c1ccccc1O)c1ccc(Cl)c(S(=O)(=O)N2CCc3ccccc32)c1 | -16% | -1.2 | ? | 1% | -14% | 13% | 4% | -15%
Cn1c(=O)c2c(nc(CN3CCN(C(=O)c4ccco4)CC3)n2CCCO)n(C)c1=O | 1% | 0.1 | 1 | 4% | -8% | 8% | 2% | -3%
COC(=O)c1cc(S(=O)(=O)N2CCN(c3ccc(C(C)=O)cc3)CC2)c[nH]1 | 1% | 0.6 | 0 | -11% | 4% | 6% | -28% | 17%
Cc1ccc(N2CCN(CCc3nc4cc(NS(C)(=O)=O)ccc4n3C)CC2)cc1 | -6% | -3.2 | 1 | -4% | -2% | -1% | -1% | 0%
CC(=O)NS(=O)(=O)c1ccc(NC(=O)c2cc(-c3cccs3)nc3ccccc23)cc1 | -30% | -1.4 | 4 | -10% | 0% | -2% | 0% | -16%
CCC(=O)c1cn(CC(=O)Nc2ccccc2)c2ccccc12 | -26% | -2.6 | 8 | -15% | -3% | -7% | -6% | -18%
CCOC(=O)N1CCN(Cc2ccccc2F)CC1 | -3% | -1.4 | / | -2% | 0% | 0% | -1% | -1%
CCOC(=O)C1=NN(C(C)=O)C2(CC(=O)N(c3cccc(C)c3)C2=O)C1 (stereo not given) | -2% | -0.2 | -20 | 27µM* | 5% | 10% | 1% | -3%
Cc1ccc(C2CC2C(=O)NNC(=S)Nc2ccc(Cl)cc2)cc1 (stereo not given) | 6% | 0.0 | -1 | -21% | -23% | -1% | 1% | -1%
Cc1cc(C(=O)NNS(=O)(=O)c2ccc(C(C)(C)C)cc2)nn1C(C)(C)C | -8% | -0.3 | 7 | -7% | -12% | -6% | 2% | -11%
COc1cc(/C(C)=N/N2CCN(Cc3ccc(C)cc3)CC2)ccc1O | 4% | -2.2 | -1 | -13% | 4% | 10% | 1% | -6%
Cc1cc(N2CCCC2=O)cc(C)c1S(=O)(=O)Nc1c(C)nn(C)c1C | -4% | -1.0 | 2 | -8% | -1% | 0% | 3% | -7%
CCc1cc(=O)oc2cc(OC(C)C(=O)NCC(O)c3ccccc3)c(Cl)cc12 (stereo not given) | 1% | -0.3 | 6 | -6% | -6% | 13% | 2% | 7%
COc1ccc(C(=O)NC(=S)N2CCN(c3ccc([N+](=O)[O-])cc3)CC2)cc1 | 3% | -0.3 | -3 | -2% | 7% | 7% | -6% | 7%
CN(c1ccccc1)S(=O)(=O)c1ccc(C(=O)NCC2CCCO2)cc1 (stereo not given) | -1% | 2.3 | -8 | -5% | -7% | 3% | 1% | 4%
COc1ccc(OC)c(C(=O)c2ccc(C(=O)N3CCN(Cc4csc(C)n4)CC3)cc2)c1 | 13% | -3.1 | -1 | -19% | -16% | -12% | -1% | -28%
COCCCNC(=O)C1CC(=O)N(Cc2ccc(OC)cc2)C1 (stereo not given) | 1%[57.1 µM] | -0.3 | / | 1% | 6% | -1% | 1% | 12%
Cc1cccc(NC(=O)CSc2nc3[nH]ncc3c(=O)[nH]2)c1C | -11% | -2.8 | -11 | -1% | 12% | 4% | -1% | 0%
Cc1ccc(C(=O)CN2C(=O)NC3(CCCCCC3)C2=O)c(C)c1 | 3% | -2.2 | 3 | 3% | 6% | -2% | -1% | 1%
O=C(c1ccccc1)c1ccc(OCC(O)CN2CCCCC2)cc1 (stereo not given) | 1% | 0.1 | 0 | 0% | 6% | 1% | 1% | 10%
Cc1ccccc1N(CC(=O)NC1CCCCC1)C(=O)CNC(=O)c1cccs1 | 9% | 0.4 | 14 | 3% | 4% | -11% | 1% | 1%
Cc1ccc(C(=O)N/N=C/C2=Cc3ccccc3OC2C)cc1 (stereo not given) | -8% | -0.5 | -2 | -10% | 5% | 1% | -4% | 3%
O=C(COc1nncc2ccccc12)NCCC1=CCCCC1 | 2% | -0.8 | 6 | -3% | 6% | -2% | -3% | 0%
O=C(N/N=C/c1cc([N+](=O)[O-])c(N2CCOCC2)cc1N1CCOCC1)c1cccnc1 | -13% | -3.9 | 1 | -24% | -2% | 9% | 1% | -12%
Other entries
SMILES | WRN inhibitor | CCT chaperon mod | PI5P4Ka inh | PLK1 PBD block | EPAC2 antagonist | EPAC1 ag | MmCpn inh | EPAC1 antag
Cc1cc(C)c(NC(=O)Cn2cnc3c(oc4ccccc43)c2=O)c(C)c1 | -6% | 3.9 | -1 | 4% | 12% | -10% | 0% | -3%
CC(=O)Nc1ccc(N2CCN(Cc3ccccc3)CC2)cc1 | -3% | -0.4 | 0 | -10% | 5% | 12% | 0% | 5%
CC1(C)NC(=O)N(CC(O)COc2ccccc2C(=O)Nc2ccccc2)C1=O (stereo not given) | 5% | 2.5 | 1 | 2% | 9% | -5% | 1% | 5%
O=C(C[C@@H]1CC[C@@H]2[C@H](COC[C@@H](O)CN2Cc2cc(F)ccc2F)O1)NCc1ccc(F)cc1 | -1% | / | 0 | -9% | 12% | 5% | / | -12%
CCOC(=O)c1cn(CC)c2cc(N3CCSCC3)c(F)cc2c1=O | -4% | -2.7 | -1 | 4% | 0% | 6% | -4% | 8%
CC(/C=C/c1ccc(N(C)C)cc1)=N\N=C1\NC(=O)CC(C(=O)Nc2ccccc2)S1 (stereo not given) | -21% | -0.3 | -8 | 8% | 12% | 18% | 0% | 0%
O=C(NCc1ccco1)c1cc(Cl)nc(Cl)c1 | -3%[11.6 µM] | 1.6 | -6 | -1% | 0% | 12% | 2% | 5%

Some values from the results shown:
In EPAC2 antagonist, COc1ccc(OC)c(C(=O)c2ccc(C(=O)N3CCN(Cc4csc(C)n4)CC3)cc2)c1 has the entry -16%
In EPAC2 antagonist, CCCCCOc1ccc(C(=O)NC(CCC)C(=O)O)cc1 (stereo not given) has the entry 6%[57.1 µM]
In PI5P4Ka inh, O=C(c1ccccc1)c1ccc(OCC(O)CN2CCCCC2)cc1 (stereo not given) has the entry 0
